Source: PubChem (several laboratories)
APP 5'UTR act: APP 5'UTR luciferase reporter activation; actives 1% (n = 190,000); activation, % at 2 µM; SH-SY5Y APP 5'UTR luciferase reporter, luminescence; zero percent = DMSO vehicle wells; AID 1276;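 active = activation above a set limit, based on mean plus 3 SD of controls, cut at about 140% in these data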; also: values of inactives mirror those of a sister screen read the other way
Efa HMGR inh: blocks class II HMG-CoA reductase of Enterococcus faecalis | purified E. faecalis HMGR, NADPH absorbance 340 nm kinetic | actives 0.41% (n = 190,000) | inhibition, % at 10 µM | AID 1066;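 active = inhibition above a set limit, the median over all tested compounds plus 3 SD, cut at about 9.5% in these data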;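 also: enzyme runs in reverse so mevalonate oxidation gives rising NADPH absorbance; 0% = complete reaction with DMSO and 100% = background rate lacking mevalonate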
APP 5UTR inh: APP translation inhibition; SH-SY5Y APP 5'UTR-luciferase reporter, luminescence; inhibition, % at 2 µM; actives 0.82% (n = 190,000);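 active = inhibition above a set limit, derived from the sample mean plus 3 SD, cut at about 45% in these data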; also: values of inactives mirror those of a sister screen read the other way
NF-kB neuron act: compounds increasing NF-kB expression in human neuronal cells. actives 1.6% (n = 190,000). fold change at 12.5 µM. NF-kB reporter expression; active compounds read high; in the data active = fold change above about 3.3
FLuc inhib CS: inhibits firefly luciferase, flagging false hits in luciferase inhibition screens; ATPLite firefly luciferase biochemical luminescence, 10 min; actives 1.5% (n = 200,000); P08659; inhibition, % at 10 µM;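 active = inhibition above about 50% when tested at 10 µM, limit read from the data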
Target sequence (P08659 whole entry, looked up): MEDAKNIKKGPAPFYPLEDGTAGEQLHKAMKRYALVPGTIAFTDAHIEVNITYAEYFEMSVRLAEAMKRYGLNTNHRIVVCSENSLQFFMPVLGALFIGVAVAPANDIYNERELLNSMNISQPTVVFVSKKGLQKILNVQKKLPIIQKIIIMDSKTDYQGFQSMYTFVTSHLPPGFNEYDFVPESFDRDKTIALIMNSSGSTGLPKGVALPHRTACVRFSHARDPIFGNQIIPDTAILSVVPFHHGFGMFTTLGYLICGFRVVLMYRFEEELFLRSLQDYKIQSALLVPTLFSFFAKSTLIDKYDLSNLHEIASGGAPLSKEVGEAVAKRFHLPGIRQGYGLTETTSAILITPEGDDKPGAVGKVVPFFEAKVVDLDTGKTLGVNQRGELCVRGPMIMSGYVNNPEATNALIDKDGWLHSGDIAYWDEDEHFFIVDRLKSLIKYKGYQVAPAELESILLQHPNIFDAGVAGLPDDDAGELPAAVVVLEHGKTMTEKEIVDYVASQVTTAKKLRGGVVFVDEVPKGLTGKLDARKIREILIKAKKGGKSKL
DTT redox prof: compounds producing H2O2 with reducing agent – biochemical, NIH compound library profiling, artefact control for MLSCN library redox annotation, primary screen. activation, % at 10 µM. actives 0.03% (n = 200,000). DTT-dependent redox cycling H2O2, phenol red/HRP absorbance; 100% = 100 µM peroxide control, 0% = buffer;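 active = activation of at least 50% relative to the plate's high and low controls in the primary single-dose screen; inactive = activation below 50%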;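 also: compound incubated with DTT at 0.8 mM final as the reducing agent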
G6PDH CS: counter-screen for G6PDH assay hits: L. mesenteroides G6PDH inhibition. Purified L. mesenteroides G6PDH, diaphorase/resazurin coupled fluorescence, 45 min. inhibition, % at 5 µM. actives 0.12% (n = 200,000). AID 1020; in the data active = inhibition above about 50%
Hsp70 activator: switches on Hsp70 transcription; AID 1203; actives 0.04% (n = 200,000); HeLa Hsp70 promoter luciferase reporter, luminescence; scaled: vehicle 0, proteasome-inhibitor control 100%; activation, % at 10 µM;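 active = activation above the mean across all tested compounds plus 3 SD, cutoff set per campaign, cut at about 5.5% in these data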;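 also: 100% = MG132 at 30 µM as the positive control and 0% = DMSO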
STAT1 activator: increases IFN-gamma driven STAT1 reporter signal. NIH 3T3 STAT1-luciferase reporter, luminescence; 100% = IFN-gamma alone, no compound. activation (% of control), % at 5.5 µM. actives 2.6% (n = 200,000);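 active = activation above the screen-wide mean activation plus 3 SD, cut at about 130% in these data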;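 also: raw ratio to IFN-gamma control signal so 100% means no change and 0% no light; values of inactives mirror those of a sister screen read the other way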
FLuc stim CS: firefly luciferase counter-screen for stimulation assays. P08659. 200,000 tested, under 10 active. activation factor at 10 µM. AID 1027. ATPlite luciferase biochemical, luminescence, 10 min; 0 = ATP-free wells, 1 = DMSO control;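 active = luciferase activation factor, scaled between plate controls, of at least 2 with compound at 10 µM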
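Assay system: Luciferase/luciferin reagent mix; Medium: PBS as buffer for the ATP substrate; Dosing: test compounds dosed from 2 mM stocks in 100% DMSO; Times: 10 min, room temperature; Signal: luminescence from luciferase reaction; Read-out: luciferase activation; Controls: No-ATP low control, compound-free enzyme-plus-ATP high control.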
Starred values were filed as active, the others as inactive; . = no result given.

SMILES	APP 5'UTR act	Efa HMGR inh	APP 5UTR inh	NF-kB neuron act	FLuc inhib CS	DTT redox prof	G6PDH CS	Hsp70 activator	STAT1 activator	FLuc stim CS
CCN(CC)S(=O)(=O)c1cccc(C(=O)Nc2cccnc2)c1	8	3	-8	0.8	-2	12	8	-0.2	103	1
Cc1[nH]c(=S)c(C#N)c(-c2ccco2)c1C(=O)N(C)C	-3	5	3	1.1	8	-1.2	2	-0.1	96	0.9
COc1ccccc1-c1nnc(SCC(=O)NC2CCCCC2)o1	17	3	-17	0.97	-8	-0.8	-8	-0.3	100	1.1
Cn1cnnc1SCC(=O)Nc1cccc(C(=O)O)c1	-8	-7	8	1.9	-10	0.2	10	-0.3	104	1.1
CN1CCN(C(=S)c2ccc(Cl)cc2)CC1	0	-8	0	1.2	-10	0.2	18	-0.6	103	1.1
O=C(O)[C@@H]1[C@@H]2C[C@@H]2CN1c1ncccc1[N+](=O)[O-]	-2	-1	2	0.89	-7	0.0	33	-0.2	105	1.1
O=C(NCCCn1ccnc1)c1cn(Cc2ccc(F)cc2)nn1	9	-3	-9	1	-4	0.3	0	0.1	103	1
O=C(OCCNC(=O)c1ccc2ccccc2n1)c1cccnc1	-16	-6	16	0.95	-2	-0.1	-2	-0.4	100	1
CCN(CC)S(=O)(=O)c1ccc(OC)c(NC(=O)Cn2cnc3c2c(=O)n(C)c(=O)n3C)c1	-10	-5	10	1.2	-6	-0.1	8	-0.2	103	1.1
C=CCn1c(-c2ccc(Cl)cc2)cnc1SC(C)C(N)=O (centres undefined)	3	-4	-3	.	4	-0.9	0	0.6	103	1
CC(C)(C)NCC(O)COc1ccccc1C(C)(C)C (centres undefined)	112	0	-71	1.1	-8	0.3	2	0.0	104	1.1
O=C1C(Cc2ccccc2)S/C(=N/N=C/c2ccco2)N1c1ccccc1 (centres undefined)	-8	-3	8	1.1	-3	3.2	5	0.0	96	1
CCOc1ccc(OCCCCN(C)C)cc1	-4	5	4	1	-7	-0.4	-2	-0.5	98	1.1
CCOC(CCNC(=O)c1cn(-c2cccc(C)n2)cn1)OCC	-4	4	4	1.2	-3	1.8	3	0.2	97	1
Cc1ccc(CN(Cc2ccccc2)C(=S)Nc2ccccc2C)o1	7	-2	-7	1.1	-6	-0.2	7	-0.1	91	1.1

The last 2 records of the part before open the next one.
SMILES	APP 5'UTR act	Efa HMGR inh	APP 5UTR inh	NF-kB neuron act	FLuc inhib CS	DTT redox prof	G6PDH CS	Hsp70 activator	STAT1 activator	FLuc stim CS
CCOC(CCNC(=O)c1cn(-c2cccc(C)n2)cn1)OCC	-4	4	4	1.2	-3	1.8	3	0.2	97	1
Cc1ccc(CN(Cc2ccccc2)C(=S)Nc2ccccc2C)o1	7	-2	-7	1.1	-6	-0.2	7	-0.1	91	1.1
CCCN(CCC)S(=O)(=O)c1ccc(NC(=O)c2cc(C(=O)OC)cc([N+](=O)[O-])c2)cc1	-3	-5	3	1.5	-3	0.8	-3	-0.3	101	1
COc1ccccc1-c1coc2c(CN3CCN(CCO)CC3)c(O)ccc2c1=O	18	.	-18	.	.	-0.1	.	-0.3	98	.
CCCCCn1c(=O)[nH]c2cc(C(=O)N3CCN(CC)CC3)ccc2c1=O	-7	1	7	0.97	-4	0.1	1	-0.7	102	1
Cn1c(=O)c2c(nc(Cl)n2Cc2ccc(Cl)c(Cl)c2)n(C)c1=O	5	2	-5	0.84	-2	2.0	4	0.1	98	1
CCc1c(C(=O)O)[nH]c2ccc(Br)cc12	-1	5	1	1.3	-5	1.1	4	-0.4	100	1.1
Brc1ccc(-c2csc(NC3=NCCCCC3)n2)cc1	36	-2	-36	1.7	-4	0.5	-21	0.1	134*	1
O=C(c1ccc(N2CCOCC2)c([N+](=O)[O-])c1)N1CCN(S(=O)(=O)c2cccs2)CC1	-1	-1	1	1.1	-8	-1.8	6	-0.2	90	1.1
Cc1ccc(NC(=O)COC(=O)Cn2cnc3ccccc32)c([N+](=O)[O-])c1	9	0	-9	1.1	-4	0.4	-1	0.1	96	1
O=C(NCCS(=O)CCNC(=O)C(F)(F)F)C(F)(F)F	-2	-2	2	1.1	-6	-0.1	6	-0.2	100	1.1
CC(C)c1ccc(CN2CC(C(=O)Nc3ccccc3)CC2=O)cc1 (centres undefined)	13	-1	-13	1	-3	-0.2	0	0.6	99	1
Cc1ccc(NS(=O)(=O)c2ccc(C3CCCCC3)cc2)cc1	-9	-1	9	1.2	-7	-0.1	1	-0.4	93	1.1
S=c1[nH]nc(-c2ccccc2)o1	3	-7	-3	1.1	0	-4.0	8	-0.3	100	1
Cc1cc(O)cc(O)c1C(=O)Cc1cnn(-c2ccccc2)c1	17	-1	-17	1.3	11	0.2	2	-0.3	106	0.9
COC(=O)C1(C)NC(=O)c2ccccc2N1 (centres undefined)	34	-6	-34	0.92	0	-1.1	-10	-0.3	108	1
Clc1cccc(NCc2nnc3n2CCCCC3)c1	21	-5	-21	1.1	-4	-0.3	4	0.5	110	1
O=C(CSc1nnc(Cc2ccccc2)o1)NC1CC2CCC1C2 (centres undefined)	.	-4	16	1.3	-5	0.4	8	-0.4	98	1.1
Cn1c(=O)c2c(nc(N/N=C/c3cccs3)n2Cc2ccccc2)n(C)c1=O	13	0	-13	0.91	-2	0.3	0	-0.4	94	1
Cc1ccc(S(=O)(=O)N2CCN(c3cnn(C)c(=O)c3Cl)CC2)cc1	5	0	-5	0.94	-6	-1.2	3	0.2	101	1.1
CCn1c(C(=O)NCCCN2CCc3ccccc3C2)cc2sccc21	-11	0	11	0.9	-6	0.5	0	-0.1	96	1.1
CCc1cc2c(=O)c(-c3ccc(F)cc3)c(C(F)(F)F)oc2cc1OCC(=O)O	5	5	-5	1.1	-5	-0.1	6	-0.1	98	1.1
COCC(C)NC(=O)CCc1nnc(C2(c3ccc(Cl)cc3)CCC2)o1 (centres undefined)	52	-2	-52	1.8	-7	-1.1	10	-0.2	125	1.1
O=C(Nc1ccccc1)C1=C[C@H](c2ccccc2)C[C@H](OCc2ccc(CO)cc2)O1	10	-2	-10	0.93	-1	0.2	11	0.1	105	1
Cc1ccc(CNCCC2=CCCCC2)cc1	17	-3	-17	1.3	-7	-0.1	-3	0.7	98	1.1
Oc1ccc2ccccc2c1C1Nc2cccc3cccc(c23)N1	-1	-6	1	1.1	-4	0.0	6	0.3	99	1
O=C(CCn1c(SCC(=O)c2ccccc2)nc2ccccc2c1=O)NCc1ccc(F)cc1	-11	-3	11	0.99	-6	1.1	-1	0.1	95	1.1
COc1cc(C(C)=O)ccc1Oc1ncnc2c1cnn2-c1ccc(F)cc1	6	-3	-6	1.1	-7	0.0	0	0.0	117	1.1
COC(=O)CNC(=O)CNC(=O)Nc1ccccc1	23	-2	-23	1	-6	-3.1	7	0.0	115	1.1
CC1=C/C(=C\c2ccc3c(c2)OCO3)C(=O)S1	8	0	-8	0.99	51*	0.7	4	-0.5	99	0.5
Cc1cc(C(=O)COc2ccc(F)cc2Br)c(C)n1C	-9	9.6*	9	1	14	0.4	2	-0.2	114	0.9
Cc1ccc(N(CC(=O)N2CCN(C3CCCCC3)CC2)S(=O)(=O)c2cccnc2)cc1	9	-7	-9	0.97	1	-0.1	4	-0.2	100	1

Next part (2 carried over from the part before).
SMILES	APP 5'UTR act	Efa HMGR inh	APP 5UTR inh	NF-kB neuron act	FLuc inhib CS	DTT redox prof	G6PDH CS	Hsp70 activator	STAT1 activator	FLuc stim CS
Cc1cc(C(=O)COc2ccc(F)cc2Br)c(C)n1C	-9	9.6*	9	1	14	0.4	2	-0.2	114	0.9
Cc1ccc(N(CC(=O)N2CCN(C3CCCCC3)CC2)S(=O)(=O)c2cccnc2)cc1	9	-7	-9	0.97	1	-0.1	4	-0.2	100	1
CCOC(=O)C(=NC(C)C)NNc1cc(Cl)ccc1Cl	-6	0	6	1	-1	0.0	3	-0.1	103	1
N=C1C(=O)OCC1c1cc(Cl)ccc1NC(=O)Nc1ccccc1 (centres undefined)	-8	-2	8	0.96	-6	1.1	2	-0.2	100	1.1
CC1CN(C(=O)c2c(Br)cnn2C)CC(C)O1 (centres undefined)	6	1	-6	0.98	-6	0.5	6	-0.6	109	1.1
O=C(NC1CCN(C(=O)Nc2ccccc2Cl)CC1)c1ccccc1	9	-3	-9	1.4	-2	-1.8	4	0.1	98	1
Cc1nc(NC(=O)c2cc(-n3cnnc3)ccc2Cl)ccc1Br	8	1	-8	0.76	-4	2.5	8	-0.2	102	1
COC(=O)c1cc(OC)c(OC)cc1NC(=O)c1c(-c2ccccc2Cl)noc1C	-15	-8	15	0.78	-3	2.0	19	-0.6	98	1
O=C(Oc1ccccc1C(=O)Nc1ccccc1)c1ccccc1Br	-59	-4	58*	3.7*	-2	-0.2	7	0.5	90	1
CCOc1ccc(C(=O)N/N=C/c2cccc3cccnc23)cc1	14	-2	-14	1.4	43	2.0	8	-0.4	113	0.6
CCCOc1ccc(C2c3c(oc4ccccc4c3=O)C(=O)N2CCN(CC)CC)cc1OC (centres undefined)	11	-2	-11	1.2	-2	-5.4	6	-0.3	97	1
O=C(CCC(=O)NNC(=O)c1ccc([N+](=O)[O-])cc1)NCc1ccccc1	4	0	-4	1.5	-4	-0.3	8	-0.5	104	1
O=C(Nc1ccccc1)Nc1nc(-c2ccc(Cl)cc2)cs1	3	-6	-3	1.4	-4	0.6	-10	-0.1	95	1
CCOc1ccc(N2C(=O)CC(NCCNc3ccc(C(=O)c4cccs4)cc3)C2=O)cc1 (centres undefined)	20	-1	-20	1.3	-2	0.9	0	0.0	91	1
CCN(CC)c1ccc(NC(=S)NC(=O)Cc2ccccc2)cc1	4	-2	-4	1.2	-3	-0.4	9	-0.2	103	1
Cc1ccc2nc(C)c(C(=O)N/N=C/c3cccs3)n2c1	-18	-5	18	1.3	0	-0.1	2	-0.1	104	1
COc1ccc2oc(=O)c(NC(=O)C3CCCCC3)cc2c1	8	1	-8	1.2	-4	0.2	0	-0.2	103	1
CCCCN(CC)C(=O)Cc1c(C(=O)O)[nH]c2ccc(Cl)cc12	-6	-3	6	1.3	-7	1.0	13	-0.4	100	1.1
CCn1c(SCC(=O)NCCOc2ccccc2)nc2ccccc2c1=O	-3	3	3	0.96	-9	0.0	-2	0.9	103	1.1
CCCCN(C)C(=O)c1c[nH]c2ccc(S(=O)(=O)N3CCOCC3)cc2c1=O	-1	-1	2	1.1	-5	-1.6	2	-0.1	106	1.1
CCCCn1c(SCC(N)=O)nnc1-c1cc(OC)c(OC)c(OC)c1	-1	-8	1	1.5	-5	1.1	1	-0.3	99	1.1
Cc1ccc2sc(N(CCCN(C)C)C(=O)c3nc4ccccc4s3)nc2c1C	11	-3	-11	0.87	4	-0.4	-8	0.0	99	1
Cc1ccc2oc(=O)c3cnn(CC(=O)N(Cc4ccco4)C4CCCCC4)c3c2c1	6	1	-6	1.3	-2	-1.3	4	-0.3	98	1
CC1CCc2c(sc(NC(=O)c3ccc(-c4ccccc4[N+](=O)[O-])o3)c2C#N)C1 (centres undefined)	12	-2	-12	1.1	3	-3.7	8	-0.3	104	1
CC(=O)Nc1ccccc1Sc1ccccc1	7	-12	-7	1.3	-1	-4.2	7	-0.3	101	1

Single values from the entries so far.
Efa HMGR inh, CC(=O)Nc1ccccc1Sc1ccccc1 : -12
STAT1 activator, Cc1ccc2oc(=O)c3cnn(CC(=O)N(Cc4ccco4)C4CCCCC4)c3c2c1 : 98
FLuc stim CS, CCn1c(SCC(=O)NCCOc2ccccc2)nc2ccccc2c1=O : 1.1
